Screening data: PubChem, The Scripps Research Institute Molecular Screening Center
M5 PAM = human M5 muscarinic receptor positive allosteric modulators, primary screen, CHO-K1 cells, Fluo-8 calcium fluorescence; activation, % at 3 µM; CHO-K1 hM5, ACh EC20 PAM; 0% = ACh EC20, 100% = ACh EC100; 360,000 tested, 0.3% active; Muscarinic acetylcholine receptor M5 (Homo sapiens), P08912;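 active = activation above the run cutoff, the mean activation of all test compounds plus 3 SD, cut at about 18% in these data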
Target sequence (P08912 whole entry, looked up): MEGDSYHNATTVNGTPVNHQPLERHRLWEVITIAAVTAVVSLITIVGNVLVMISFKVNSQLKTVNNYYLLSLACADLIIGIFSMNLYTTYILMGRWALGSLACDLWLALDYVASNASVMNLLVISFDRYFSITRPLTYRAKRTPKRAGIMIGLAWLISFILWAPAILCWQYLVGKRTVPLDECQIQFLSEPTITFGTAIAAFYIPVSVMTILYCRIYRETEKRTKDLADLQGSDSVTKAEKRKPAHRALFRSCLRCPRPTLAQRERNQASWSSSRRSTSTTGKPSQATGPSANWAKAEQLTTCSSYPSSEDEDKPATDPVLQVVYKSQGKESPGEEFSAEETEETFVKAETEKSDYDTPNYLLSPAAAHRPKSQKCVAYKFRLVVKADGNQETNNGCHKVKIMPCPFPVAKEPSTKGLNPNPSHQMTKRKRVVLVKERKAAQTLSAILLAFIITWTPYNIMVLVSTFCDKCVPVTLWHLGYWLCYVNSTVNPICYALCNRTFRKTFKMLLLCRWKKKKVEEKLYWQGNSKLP
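system = human M5 receptor in CHO-K1 cells | compound = one concentration, 3 µM final (nominal) | schedule = Post-acetylcholine fluorescence recording 140 s | signal = Fluo-8 calcium dye fluorescence, kinetic read | benchmarks = low control EC20 acetylcholine (0%), high control EC100 acetylcholine (100%) | repeats = singlicate, one well per test compound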
CHRM4 antagonist = human M4 muscarinic receptor antagonists, primary screen, CHO cells, Fluo-8 calcium fluorescence; Muscarinic acetylcholine receptor M4 (Homo sapiens), P08173; CHO-hM4 cells, ACh EC80; inhibition, % at 3 µM; 360,000 tested, 0.73% active; AID 624125, 2012;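 active = inhibition above its plate's cutoff, the mean inhibition of sample wells plus 3 SD, cut at about 27% in these data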;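 note: 0% = acetylcholine EC80 with DMSO and 100% = DMSO without agonist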
Target sequence (P08173 whole entry, looked up): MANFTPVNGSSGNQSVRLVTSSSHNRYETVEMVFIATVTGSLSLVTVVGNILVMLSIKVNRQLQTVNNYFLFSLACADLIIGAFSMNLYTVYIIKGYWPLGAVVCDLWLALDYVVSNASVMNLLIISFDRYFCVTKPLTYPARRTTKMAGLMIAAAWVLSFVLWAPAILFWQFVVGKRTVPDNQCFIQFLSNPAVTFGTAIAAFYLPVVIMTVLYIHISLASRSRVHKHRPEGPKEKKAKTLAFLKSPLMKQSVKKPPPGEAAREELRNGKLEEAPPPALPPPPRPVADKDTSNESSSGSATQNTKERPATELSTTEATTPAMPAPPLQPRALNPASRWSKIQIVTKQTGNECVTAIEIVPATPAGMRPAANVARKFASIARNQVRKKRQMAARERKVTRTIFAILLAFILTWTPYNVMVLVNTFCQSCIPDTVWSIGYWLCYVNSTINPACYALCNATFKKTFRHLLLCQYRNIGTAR
M5 antag = human M5 muscarinic receptor antagonists, primary screen, CHO cells, Fluo-8 calcium fluorescence; Muscarinic acetylcholine receptor M5 (Homo sapiens), P08912; CHO-hM5 cells, ACh EC80; inhibition, % at 3 µM; 360,000 tested, 0.59% active;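 active = inhibition above a per-plate cutoff, the mean of that plate's test compounds plus 3 SD, cut at about 27% in these data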;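 note: 0% = acetylcholine EC80 with DMSO and 100% = DMSO without agonist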
M4 PAM = human M4 muscarinic receptor positive allosteric modulators, primary screen, CHO-K1 cells, Fluo-8 calcium fluorescence. 360,000 tested, 0.4% active. activation, % at 3 µM. CHO-K1 hM4/Gqi5, ACh EC20; 0% = ACh EC20, 100% = maximal ACh;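 active = activation above its plate's cutoff, the mean activation of sample wells plus 3 SD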; note: some results filed as inactive read as strong as hits
CHO-K1 Ca antag = M1 antagonist counterscreen hit in parental CHO-K1 cells. ATP-induced calcium, Fluo-8 fluorescence. inhibition, % at 3 µM. 360,000 tested, 0.6% active;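 active = inhibition above a per-plate cutoff, the plate's mean sample inhibition plus 3 SD, cut at about 24% in these data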;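 note: 0% = DMSO plus EC80 ATP and 100% = DMSO alone without ATP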
M4 ag = human M4 muscarinic receptor agonists, primary screen, CHO-K1 cells, Fluo-8 calcium fluorescence; AID 624127, 2012; activation, % at 3 µM; 360,000 tested, 0.14% active; CHO-K1 hM4/Gqi5; vehicle 0%, full acetylcholine response 100%;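 active = activation above the run mean over all test wells plus 3 SD, cut at about 32% in these data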;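 note: peak over basal fluorescence ratio per well then scaled between controls; 0% = DMSO wells and 100% = acetylcholine at EC100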
M1 ag parental = counter-screen for M1 agonists: effect in parental CHO-K1 cells; Fluo-8 calcium fluorescence; scaled to maximal ATP response, vehicle zero; activation, % at 3 µM; 360,000 tested, 0.48% active; in the data active = activation above about 15%;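 note: untransfected CHO-K1 host cells lacking M1 receptor as counterscreen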
M5 ag = human M5 muscarinic receptor agonists, primary screen, CHO-K1 cells, Fluo-8 calcium fluorescence; Muscarinic acetylcholine receptor M5 (Homo sapiens), P08912; CHO-K1 hM5 cells; 0% DMSO wells, 100% maximal acetylcholine response; activation, % at 3 µM; 360,000 tested, 0.19% active; AID 624037, 2012;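 active = activation above the run's mean over test compounds plus 3 SD, cut at about 23% in these data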;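 note: signal is peak over basal fluorescence ratio across the kinetic read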
M1 PAM parental = nonselective calcium activators in parental CHO-K1 cells, primary screen, counter-screen for M1 PAM project, cell-based, Fluo-8 calcium fluorescence, full deck, 1536-well; ATP EC20; 0% at ATP EC20, 100% at ATP max; activation, % at 3 µM; 360,000 tested, 0.02% active; AID 602247, 2012;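 active = activation above the run cutoff, the mean activation of all test compounds plus 3 SD, cut at about 40% in these data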;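 note: peak over basal fluorescence ratio in a 140 s read after ATP addition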
Numbers without * were called inactive; . = not tested or not shown.

canonical_smiles	M5 PAM	CHRM4 antagonist	M5 antag	M4 PAM	CHO-K1 Ca antag	M4 ag	M1 ag parental	M5 ag	M1 PAM parental
CC(C)(C)Cc1nnc(NC(=O)c2ccco2)s1	4.3	8.5	11.8	-1.9	3.0	0.5	0.1	-3.6	-0.2
COc1ccc(/C(O)=C2/C(=O)C(=O)N(CCCC(=O)O)C2c2ccc(OC)c(OC)c2)cc1 (stereo unspecified)	0.9	-8.5	5.5	0.7	-4.0	0.9	0.6	-3.5	1.2
O=C(NCCCN1CCCC1=O)c1ccc(S(=O)(=O)Nc2cccc(C(F)(F)F)c2)cc1	-3.6	-8.6	0.1	5.4	3.1	2.7	1.0	1.9	6.3
COc1ccc(C(=O)NC2CCN(CC(=O)NCc3ccccc3)CC2)cc1	-1.0	3.2	9.6	0.9	-12.3	1.6	0.9	-2.1	19.6
O=C(Cn1cnc2c(oc3ccccc32)c1=O)N1CCCc2ccccc21	-9.2	-13.1	2.2	5.8	-14.6	6.5	1.8	1.4	18.2
CCC(CO)Nc1ccc(-c2n[nH]c(=O)c3ccccc23)cc1[N+](=O)[O-] (stereo unspecified)	-14.6	1.4	18.0	-9.6	2.7	22.0	9.9	2.7	-2.4
CCOC(=O)C1=C(c2ccccc2)N=C2SCC(=O)N2C1c1ccc2c(c1)OCO2 (stereo unspecified)	10.0	-1.5	-5.5	2.1	-11.9	0.5	0.6	1.5	23.2
CCc1ccc(C(=O)OCC(=O)NC2CCCC2)cc1	-9.2	0.4	12.3	-8.2	4.8	19.9	5.4	3.2	11.6
CCC(C)NC(=O)CSc1nc2scc(-c3ccccc3)c2c(=O)[nH]1 (stereo unspecified)	-0.1	2.9	-4.7	-3.3	3.9	2.2	5.1	1.8	-2.0
COc1ccc(C(C)NC(=O)Cc2ccc(Br)cc2)cc1 (stereo unspecified)	-5.9	-6.9	6.4	-4.2	-8.7	37.3*	0.7	-5.8	14.2
CCOC(=O)C1CCN(Cc2cc(=O)oc3cc(C)c(Cl)cc23)CC1	8.9	1.6	2.6	-0.7	-3.8	-0.7	0.9	-7.4	13.8
O=C(OC(C(=O)NCc1cccs1)c1ccccc1Cl)c1ccco1 (stereo unspecified)	0.2	4.0	-3.8	-2.2	-12.5	3.1	0.5	-4.2	-1.7
Cc1cccc2cc(COC(=O)c3cccnc3)c(=O)[nH]c12	-0.4	2.1	-11.1	-2.1	-16.0	5.0	2.4	-1.5	16.1
COc1cc([N+](=O)[O-])cc2sc(NC(=O)C(C)(C)C)nc12	1.0	-0.3	7.1	-6.0	-6.0	-0.6	-0.7	-2.4	3.0
O=[N+]([O-])c1cc(F)c2cccnc2c1O	-2.0	-5.9	4.1	4.5	-5.5	-0.3	0.2	1.2	-5.5
Cc1ccc(C(C)C)c(OCCN(C)C)c1	-53.0	12.9	24.3	-13.2	-18.2	0.9	0.7	-13.2	3.2
Brc1cc2[nH]cnc2c2ccccc12	4.3	0.2	2.6	13.3	-10.2	2.2	0.8	1.0	6.7
Cn1c(C(=O)N[C@@H](Cc2ccccc2)C(=O)NCCC(=O)O)cc2cc(Cl)ccc21	4.3	-7.7	11.1	1.9	2.9	2.1	-1.4	-0.4	-4.4
CC(C)CC1NC(=O)N(CC(=O)Nc2ccc(-c3ccccc3)cc2)C1=O (stereo unspecified)	-7.7	9.3	2.1	-1.4	-9.8	2.4	1.7	5.0	12.5
COC(=O)/C=C(\Oc1ccccc1)C1(O)CCCCC1	4.5	2.3	-0.6	-9.8	0.8	0.0	0.4	-0.7	4.7
CC(C)(C)OC(=O)NCCc1nnc(SCc2cccc(Cl)c2)o1	-5.4	4.1	4.4	-20.4	-10.5	0.9	3.3	-2.9	21.2
CSc1nsc(SCC(=O)Nc2nc3ccccc3s2)n1	-7.5	-1.2	11.0	-3.8	-0.2	5.2	1.8	-0.5	10.4
CC(=O)Oc1ccc(CCC(C)OC(C)=O)cc1 (stereo unspecified)	-1.9	11.1	7.3	-3.1	-6.4	0.1	0.3	2.5	2.4
N=C1SC(CC(=O)Nc2ccccc2[N+](=O)[O-])C(=O)N1c1ccccc1 (stereo unspecified)	-16.6	-7.6	9.4	-8.0	-5.0	18.4	5.3	2.4	-0.1
O=C(NC1=NCCS1)c1ccc(F)c(S(=O)(=O)N2CCOCC2)c1	6.3	3.3	1.6	6.2	11.9	1.0	-0.1	-0.4	-20.3
COc1ccccc1-c1nc2ccccc2n(CC(C)C)c1=O	-6.0	1.9	1.6	10.3	.	2.2	.	0.5	.
O=C(COc1ccc2c3c(c(=O)oc2c1)CCCC3)NCCCN1CCCC1=O	6.6	15.0	-11.6	-4.6	-14.3	1.1	2.2	-0.8	9.3
O=C(CC(O)(c1ccccc1)c1ccccc1)Nc1ccccn1	0.8	-15.0	5.1	-4.8	-9.5	11.1	2.0	-4.3	17.8
COCCNC(=O)CSc1ncnc2sccc12	-1.1	-11.4	9.6	4.4	0.1	0.2	1.7	0.4	19.2
CC1Cc2cc(S(=O)(=O)N3CCN(c4ccccc4)CC3)ccc2N1C(=O)C1CC1 (stereo unspecified)	-1.6	-13.8	-6.2	5.5	-16.0	2.0	0.8	-3.8	16.7
COC(=O)c1ccc(CNC(=O)CSC2=NCCS2)cc1	-3.0	1.5	-3.8	-5.1	-13.6	0.9	0.8	0.3	20.6
S=C(NCCCN1CCOCC1)N1CCOCC1	-1.1	-7.6	-3.9	-6.2	-10.1	0.6	0.2	1.0	7.4
O=C(CN1C(=O)COc2ccccc21)c1ccc(Cl)cc1	-5.0	5.4	6.3	-4.9	30.2*	-0.4	0.0	-1.9	-7.9
COc1cccc(CN(CC2CCCO2)S(=O)(=O)c2ccc(-n3cnnn3)c(OC)c2)c1 (stereo unspecified)	-4.4	-8.8	0.6	5.0	-0.3	4.6	1.9	-1.3	21.4
CCCCCCN1C[C@@H](O)[C@H](n2cc(C3CC3)nn2)C[C@@H]1c1ccccc1	-2.3	-18.4	1.5	6.9	-2.4	1.9	0.3	-0.1	0.0
CCOc1ccc(C(CCc2ccccc2)NC(=O)c2ccccc2)cc1OCC (stereo unspecified)	1.9	-0.4	-2.3	-2.6	-22.0	0.2	0.3	2.2	25.5
C#CCn1c2ccccc2c(=O)n1C(C)C	5.9	-17.2	-3.9	8.0	-21.0	1.4	0.7	0.0	14.9
CCOC(Cn1c(SCC(=O)Nc2cc(C)on2)nc2ccccc2c1=O)OCC	0.8	-3.0	2.0	-8.3	-10.8	0.2	1.2	-1.8	-1.4
CN(CC(=O)Nc1ccccc1Br)C(=O)Cn1[nH]c(=O)c2ccccc2c1=O	1.9	-14.6	2.3	19.2	12.5	0.7	-0.4	0.8	16.6
CCOc1ccc(Cl)cc1S(=O)(=O)N1CCN(c2ccc(C)c(C)c2)CC1	-0.2	2.8	4.5	-3.6	4.8	-0.7	-0.3	1.4	-0.4

Single entries from above.
CN(CC(=O)Nc1ccccc1Br)C(=O)Cn1[nH]c(=O)c2ccccc2c1=O – M1 ag parental: -0.4
CCOc1ccc(Cl)cc1S(=O)(=O)N1CCN(c2ccc(C)c(C)c2)CC1 – M5 PAM: -0.2

Already shown: 2 of the compounds above.
canonical_smiles	M5 PAM	CHRM4 antagonist	M5 antag	M4 PAM	CHO-K1 Ca antag	M4 ag	M1 ag parental	M5 ag	M1 PAM parental
CC(C)(C)OC(=O)NCCc1nnc(SCc2cccc(Cl)c2)o1	-5.4	4.1	4.4	-20.4	-10.5	0.9	3.3	-2.9	21.2
CSc1nsc(SCC(=O)Nc2nc3ccccc3s2)n1	-7.5	-1.2	11.0	-3.8	-0.2	5.2	1.8	-0.5	10.4

The listing picks up, repeating the 2 entries before the break.
canonical_smiles	M5 PAM	CHRM4 antagonist	M5 antag	M4 PAM	CHO-K1 Ca antag	M4 ag	M1 ag parental	M5 ag	M1 PAM parental
CN(CC(=O)Nc1ccccc1Br)C(=O)Cn1[nH]c(=O)c2ccccc2c1=O	1.9	-14.6	2.3	19.2	12.5	0.7	-0.4	0.8	16.6
CCOc1ccc(Cl)cc1S(=O)(=O)N1CCN(c2ccc(C)c(C)c2)CC1	-0.2	2.8	4.5	-3.6	4.8	-0.7	-0.3	1.4	-0.4
Cc1c(C(=O)NCC2COc3ccccc3O2)oc2ccc(S(=O)(=O)N3CC(C)CC(C)C3)cc12 (stereo unspecified)	-6.5	-7.2	8.1	-3.6	4.1	0.1	0.0	2.4	-10.6
CCN(CC)S(=O)(=O)c1ccc(C(=O)Oc2coc(CSc3nc(C)cc(C)n3)cc2=O)cc1	-9.4	-1.5	12.1	-10.2	-9.1	5.1	5.3	-1.1	14.5
COc1ccc(N(Cc2cc(=O)[nH]c3ccccc23)C(=O)c2ccco2)cc1	5.6	4.1	5.8	-5.7	-7.9	-0.1	0.6	-3.3	15.5
Nc1ccc2nc3c(c(Cl)c2c1)CCCC3	11.1	5.2	-7.7	9.2	-15.7	0.4	0.5	5.9	19.7
CC(CNC(=O)c1ccc(C#N)cc1)NC(=O)c1ccc(C#N)cc1 (stereo unspecified)	0.7	10.8	-4.5	-3.4	11.8	1.1	0.3	-1.9	-4.1
COC(=O)c1ccc(-c2csc(NC(=O)c3ccc(S(=O)(=O)N4CCc5ccccc5C4)cc3)n2)cc1	-2.0	-4.4	-2.6	13.8	-19.0	0.1	0.5	-1.2	21.8
COc1ccc(NC(=O)c2cc([N+](=O)[O-])ccc2NC(=O)CNC2CCCCC2C)c(OC)c1 (stereo unspecified)	2.4	-8.9	1.7	-4.6	-10.1	4.0	1.0	0.8	-7.8
CCOCCCNC(=O)CC1Oc2ccc(C)cc2NC1=O (stereo unspecified)	-1.1	-7.8	-3.5	3.6	2.2	0.5	-0.4	1.5	-12.1
COc1ccc(CCN2CCCn3c2nc2c3c(=O)[nH]c(=O)n2C)cc1OC	-3.4	-5.4	6.9	3.0	8.3	2.3	0.7	-2.9	-3.0
c1ccc2[nH]c(NCCN3CCOCC3)nc2c1	2.3	-4.8	5.3	15.3	-11.6	0.2	0.7	-0.9	20.4
COc1cccc(C(=O)Nc2cc3c(cc2Cl)OCCCO3)c1	-5.7	6.9	6.5	-6.6	-14.4	0.5	1.0	-3.7	21.9
COc1ccc(CCc2nnc(CCC(=O)NCc3cnc4ccccn34)o2)cc1	-4.2	0.0	-1.0	2.0	1.9	0.9	0.2	-2.1	1.1
COc1ccc(OCC(=O)NNC(=O)C2CCC2)cc1	1.2	-3.3	1.9	9.6	-2.4	1.7	0.8	-1.1	27.5
O=C(C1CCCC1)N1CCCC(Nc2ccccc2)C1 (stereo unspecified)	-1.7	6.5	15.9	-1.4	-3.8	0.6	0.4	-3.5	-2.4
N#Cc1ccc(OCC(=O)NN2Cc3ccccc3C2=N)cc1	0.9	-3.4	-1.4	-5.6	-6.5	1.4	1.1	1.0	9.2

Compounds as they come, and some 2.7% of all compounds hit somewhere here.
